# MEX-5 binding = C. elegans MEX-5 TCR-2 RNA binding activity. Q9XUB2. MEX-5/FITC-TCR2 RNA binding, fluorescence polarization; active compounds read low. activity score (negative = inhibition of binding), % at 10 µM. actives 0.38% (n = 300,000);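 active means inhibition past about -25% in most replicates, and total fluorescence under double the plate's negative control median, limit read from the data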;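 further: 0% = DMSO and -100% = 5 µM competing unlabeled TCR2 RNA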
# AHR act = human AHR activation | P35869 | actives 2.5% (n = 320,000) | activation, % at 5 µM | AHR-responsive luciferase reporter cells, luminescence; in the data active means activation above about 47%;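 further: 0% = vehicle wells and 100% = reference agonist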
# pPAFAH FP inh = inhibitors of human plasma PAF acetylhydrolase (pPAFAH) | inhibition, % at 3.39 µM | recombinant pPAFAH, FP-rhodamine probe fluorescence polarization | actives 1.5% (n = 330,000) | AID 463082;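 active means inhibition above the mean inhibition across the screen plus 3 SD, cut at about 25% in these data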;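 further: inhibitors block binding of the rhodamine activity-based probe so polarization drops; 0% = enzyme with DMSO and 100% = wells lacking pPAFAH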
# Fam108B inh = counter-screen for RBBP9 inhibitors: inhibitors of mouse Fam108B; AID 1947; inhibition, % at 9.51 µM; recombinant Fam108B, FP-Rh probe fluorescence polarization; actives 0.33% (n = 300,000);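 active means inhibition above the screen mean inhibition plus 3 SD, computed separately per campaign, cut at about 18% in these data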;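 further: inhibitors lower polarization as less probe binds the enzyme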
# PAFAH1B2 FP inh = blocks human PAF acetylhydrolase 1b catalytic subunit 2. P68402. recombinant PAFAH1B2, FP-rhodamine activity probe, fluorescence polarization. inhibition, % at 3.39 µM. actives 1.2% (n = 340,000);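 active means inhibition above the mean of all tested compounds plus 3 SD, cut at about 24% in these data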;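 further: 0% = enzyme with DMSO and 100% = wells lacking PAFAH1B2; many of its hits are not listed in these tables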
# PME-1 primary = blocks human protein phosphatase methylesterase 1 | Q9Y570 | recombinant PME-1, FP-Rh probe fluorescence polarization | inhibition, % at 5.9 µM | actives 0.53% (n = 320,000) | AID 2130;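 active means inhibition above the campaign mean of all compounds plus 3 SD, cut at about 26% in these data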;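 further: competitive labeling of PME-1 active site by serine hydrolase directed probe; 0% = PME-1 with DMSO and 100% = wells lacking PME-1 enzyme; inhibitors block probe labeling so polarization falls and inhibition rises; many of its hits are not listed in these tables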
# Target sequence (Q9Y570 whole entry, looked up): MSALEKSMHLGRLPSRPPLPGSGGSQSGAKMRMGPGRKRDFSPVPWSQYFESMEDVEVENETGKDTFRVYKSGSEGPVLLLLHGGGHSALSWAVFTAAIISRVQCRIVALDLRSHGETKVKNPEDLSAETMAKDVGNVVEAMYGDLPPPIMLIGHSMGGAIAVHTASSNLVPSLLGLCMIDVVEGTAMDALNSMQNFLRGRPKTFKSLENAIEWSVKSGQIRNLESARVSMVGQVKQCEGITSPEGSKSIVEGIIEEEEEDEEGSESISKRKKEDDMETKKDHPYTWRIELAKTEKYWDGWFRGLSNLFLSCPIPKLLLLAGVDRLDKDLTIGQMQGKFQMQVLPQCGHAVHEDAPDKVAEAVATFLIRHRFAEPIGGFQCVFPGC
# MCL1 BIM primary = disrupts human MCL1 binding to BIM-BH3 peptide | Q07820 | GST-MCL1 / FITC-Bim-BH3 fluorescence polarization | inhibition, % at 10.9 µM | actives 0.68% (n = 320,000);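 active means inhibition above the mean inhibition of all tested compounds plus 3 SD, set per campaign, cut at about 40% in these data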;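 further: 0% = DMSO wells and 100% = unlabeled Bim-BH3 peptide control; higher means more loss of mP so more displacement of Bim peptide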
# Target sequence (Q07820 whole entry, looked up): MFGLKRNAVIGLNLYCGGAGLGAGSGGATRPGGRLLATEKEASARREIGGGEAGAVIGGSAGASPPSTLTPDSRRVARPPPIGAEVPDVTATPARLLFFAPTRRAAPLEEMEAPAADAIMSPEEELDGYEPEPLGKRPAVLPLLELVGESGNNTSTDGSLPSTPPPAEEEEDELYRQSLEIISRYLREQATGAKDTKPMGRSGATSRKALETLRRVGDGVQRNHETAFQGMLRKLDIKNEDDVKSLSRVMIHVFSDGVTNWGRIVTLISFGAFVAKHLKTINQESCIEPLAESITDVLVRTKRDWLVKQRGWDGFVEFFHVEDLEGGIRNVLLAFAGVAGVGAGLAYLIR
# Bcl-xL primary = Bcl-xL (human) inhibition; Q07817; GST-Bcl-xL / FITC-Bim BH3 peptide fluorescence polarization; inhibition, % at 10.9 µM; actives 0.7% (n = 320,000); AID 2129;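 active means inhibition above the mean of all tested compounds plus 3 SD, cutoff set per campaign, cut at about 30% in these data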;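 further: 0% = DMSO wells and 100% = unlabeled Bim-BH3 peptide competitor; inhibitors lower millipolarization by displacing the labeled peptide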
# Target sequence (Q07817 whole entry, looked up): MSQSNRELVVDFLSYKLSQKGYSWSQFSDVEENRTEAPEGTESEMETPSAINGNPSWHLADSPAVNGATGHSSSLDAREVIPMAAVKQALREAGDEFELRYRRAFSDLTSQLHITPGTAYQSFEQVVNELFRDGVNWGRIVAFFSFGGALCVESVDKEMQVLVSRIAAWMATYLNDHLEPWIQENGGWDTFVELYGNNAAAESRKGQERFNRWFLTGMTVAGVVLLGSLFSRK
# GLD-1 RNA inh = GLD-1-TGE RNA interaction inhibition (C. elegans); Q17339; purified GLD-1 + fluorescein TGE RNA, fluorescence polarization; inhibition, % at 5.96 µM; actives 0.44% (n = 320,000); AID 2280;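 active means percent inhibition above a per-plate cutoff, the plate mean of test compounds plus 3 SD, cut at about 30% in these data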;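 further: 0% = DMSO wells with GLD-1 and probe and 100% = wells lacking GLD-1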
# Active calls of the source: *; / = no result given. Not all compounds are listed; rates above refer to the full screens.
No.	SMILES	MEX-5 binding	AHR act	pPAFAH FP inh	Fam108B inh	PAFAH1B2 FP inh	PME-1 primary	MCL1 BIM primary	Bcl-xL primary	GLD-1 RNA inh
1	COc1cc2c(cc1OC)CN(C(=S)NC(=O)c1ccccc1)CC2	0.5	10	-2	4	3	7	4	0	-4
2	CCCCN(CCCC)C1=Nc2ccccc2N/C1=C(/C#N)C(=O)OCC	0.9	6	2	0	-4	-5	0	2	0
3	Cc1nc(C(=O)N2CCc3c([nH]c4ccccc34)C2c2cc(F)ccc2F)cs1 (stereo unspecified)	0.9	18	-4	-2	1	3	-3	1	6
4	O=C(c1cc2sccc2n1Cc1ccccc1)N1CCN(c2nc3ccccc3s2)CC1	-1.7	1	8	-6	6	0	5	4	1
5	COc1ccc(CNC(=O)CCc2c(C)nc3cc(-c4ccccc4OC)nn3c2C)cc1	-2.5	-1	7	1	0	2	5	1	0
6	O=C(NCCc1ccc(Cl)cc1)C1CCN(S(=O)(=O)N2CCC3(CC2)OCCO3)CC1	0.5	-1	4	-1	10	-4	3	2	2
7	CCOC(=O)c1oc2cc(OCC(N)=O)ccc2c(=O)c1-c1ccc(OC)c(OC)c1	-2.0	-3	4	-2	0	6	6	2	-2
8	C=CCNC(=S)NNC(=O)c1ccccc1	-2.2	1	-2	-2	0	0	9	3	2
9	Cc1ccc(N=Cc2c(O)cc(C)oc2=O)c(C)c1	-1.1	-1	-5	13	4	-1	-5	2	-7
10	O=C(Nc1ccc(O)c(C(=O)O)c1)Oc1ccccc1	-0.3	2	9	-2	1	5	1	4	1
11	CC(C)NC(=O)CN1CCN(Cc2nc(C(c3ccccc3)c3ccccc3)no2)CC1	0.6	0	1	0	3	0	-1	2	2
12	COc1cc(Cl)ccc1NC(=S)N(CCCN1CCOCC1)Cc1cn(C)c2ccccc12	-3.1	10	4	7	-1	2	11	4	-5
13	Cc1ccc(-c2nnc(Nc3ccc(OCC(N)=O)cc3)c3ccccc23)cc1S(N)(=O)=O	-3.1	1	8	1	3	-2	-12	1	8
14	CC(=O)N1CCc2cc(S(=O)(=O)NCCC(=O)NCCc3ccc(Cl)cc3)ccc21	1.2	1	3	2	19	4	11	11	3
15	O=C(CSc1nc(=O)n2ccccc2n1)N1CCCc2ccccc21	-0.9	-1	1	-1	0	6	0	6	2

# In the list so far, seven have nitrogen in an aromatic ring.
No.	SMILES	MEX-5 binding	AHR act	pPAFAH FP inh	Fam108B inh	PAFAH1B2 FP inh	PME-1 primary	MCL1 BIM primary	Bcl-xL primary	GLD-1 RNA inh
3	Cc1nc(C(=O)N2CCc3c([nH]c4ccccc34)C2c2cc(F)ccc2F)cs1 (stereo unspecified)	0.9	18	-4	-2	1	3	-3	1	6
4	O=C(c1cc2sccc2n1Cc1ccccc1)N1CCN(c2nc3ccccc3s2)CC1	-1.7	1	8	-6	6	0	5	4	1
5	COc1ccc(CNC(=O)CCc2c(C)nc3cc(-c4ccccc4OC)nn3c2C)cc1	-2.5	-1	7	1	0	2	5	1	0
11	CC(C)NC(=O)CN1CCN(Cc2nc(C(c3ccccc3)c3ccccc3)no2)CC1	0.6	0	1	0	3	0	-1	2	2
12	COc1cc(Cl)ccc1NC(=S)N(CCCN1CCOCC1)Cc1cn(C)c2ccccc12	-3.1	10	4	7	-1	2	11	4	-5
13	Cc1ccc(-c2nnc(Nc3ccc(OCC(N)=O)cc3)c3ccccc23)cc1S(N)(=O)=O	-3.1	1	8	1	3	-2	-12	1	8
15	O=C(CSc1nc(=O)n2ccccc2n1)N1CCCc2ccccc21	-0.9	-1	1	-1	0	6	0	6	2

# Remaining list, next part.
No.	SMILES	MEX-5 binding	AHR act	pPAFAH FP inh	Fam108B inh	PAFAH1B2 FP inh	PME-1 primary	MCL1 BIM primary	Bcl-xL primary	GLD-1 RNA inh
16	Cc1ccc(CC(=O)NNC(=O)c2ccncc2)cc1C	1.0	1	5	2	3	-3	7	5	2
17	CSc1ccccc1C(=O)Nc1cccc(C)c1	0.0	0	-2	1	5	4	0	0	11
18	CC(C)CN1CCC(CNC(=O)CCc2nnc(Cc3c[nH]c4ccccc34)o2)CC1	2.0	3	0	0	7	2	-5	-4	3
19	Cc1ccc(-c2csc3ncnc(SCC(=O)c4ccc5c(c4)OCCO5)c23)cc1	/	4	-2	-7	0	-9	-7	-5	-2
20	COc1cc(Cl)c(S(=O)(=O)NCCN2CCOCC2)cc1Cl	-0.2	0	0	4	-3	-4	-4	-2	1
21	CC(=O)Nc1nonc1NC(=O)CSc1nc2ccccc2o1	0.0	2	2	-2	3	8	-2	-7	-4
22	O=C1c2cccc3cccc(c23)C(=O)N1c1nncs1	-0.4	-4	4	0	3	-3	-4	3	4
23	CCC(CC)n1[nH]c(=O)c2c(C)cc(C)nc21	/	1	5	3	-2	-1	-2	0	6
24	CCOc1ccc(-c2c(C(=O)N/N=C(\C)c3cccs3)nnn2-c2nonc2N)cc1	0.3	4	11	-4	2	1	0	3	-4
25	COc1cc(/C=C2/SC(=NCc3ccccc3)N(Cc3ccccc3)C2=O)ccc1O	-1.2	3	8	6	-7	8	-11	-10	-9
26	Cc1ccc(OCC(=O)N2CCc3ccccc32)cc1	1.1	12	0	-1	-5	-6	-1	-1	-1
27	CCCn1c(=O)c2ccccc2n2c(SCCOc3ccc(C)cc3)nnc12	-4.2	-2	5	3	0	-4	-11	-6	5
28	CCOC(=O)C1=C(N)N2C(=O)C(C)SC2=C(C(=O)OC)C1c1cccc(OC)c1 (stereo unspecified)	0.4	-1	0	-5	2	1	5	3	2
29	COc1ccc(C(=O)C2CCCN(C(=O)c3cnsn3)C2)c(C)c1 (stereo unspecified)	0.3	5	6	-4	0	-7	7	-1	6
30	Cc1c(N=c2c(=O)c3ccccc3c2=O)c(=O)n(-c2ccccc2)n1C	-2.8	8	2	1	/	-7	6	8	5

# In a second layout: four of the compounds above
# Every second line gives: MEX-5 binding	AHR act	pPAFAH FP inh	Fam108B inh	PAFAH1B2 FP inh	PME-1 primary	MCL1 BIM primary	Bcl-xL primary	GLD-1 RNA inh
18: CC(C)CN1CCC(CNC(=O)CCc2nnc(Cc3c[nH]c4ccccc34)o2)CC1
    2.0	3	0	0	7	2	-5	-4	3
19: Cc1ccc(-c2csc3ncnc(SCC(=O)c4ccc5c(c4)OCCO5)c23)cc1
    /	4	-2	-7	0	-9	-7	-5	-2
20: COc1cc(Cl)c(S(=O)(=O)NCCN2CCOCC2)cc1Cl
    -0.2	0	0	4	-3	-4	-4	-2	1
21: CC(=O)Nc1nonc1NC(=O)CSc1nc2ccccc2o1
    0.0	2	2	-2	3	8	-2	-7	-4

# Continuation:
No.	SMILES	MEX-5 binding	AHR act	pPAFAH FP inh	Fam108B inh	PAFAH1B2 FP inh	PME-1 primary	MCL1 BIM primary	Bcl-xL primary	GLD-1 RNA inh
31	CC(C)N(Cc1ccccc1)C(=O)CCS(=O)(=O)c1ccc2c(c1)oc(=O)n2C	2.7	1	2	1	13	-3	7	4	-5
32	CC1(OC(=O)c2ccc(Cl)nc2)C(=O)C=C2C=C(C3CC3)OC=C2C1=O (stereo unspecified)	-50*	0	44*	20*	/	25	87*	74*	76*
33	Cc1ccc(NP(=O)(c2ccc(N(C)C)cc2NC(=O)c2cccs2)N2CCOCC2)cc1Cl (stereo unspecified)	0.4	50*	12	-2	1	4	1	6	6
34	CCOC(=O)c1[nH]c(C)c(C(=O)NCC2CCCO2)c1C (stereo unspecified)	0.3	4	2	1	1	4	4	3	1
35	COc1ccc(-c2cc(C(=O)Nc3cc(C)n(Cc4ccc(Cl)cc4)n3)no2)cc1OC	2.7	-5	-2	-7	-1	-3	0	-1	4
36	CCC(NC(=O)c1ccccc1NC(=O)C(C)(C)C)C(=O)N1CCCC1 (stereo unspecified)	0.3	0	0	1	-3	-3	-5	-2	-1
37	CC(C)Oc1ccc(C(=O)Nc2nc3ccccc3[nH]2)cc1	3.0	-8	9	-2	4	-9	-3	2	3
38	CCCCCC(=O)Nc1nnn(CCC)n1	-1.8	-1	3	3	1	-6	-4	1	4
39	COc1cccc(C(=O)NCCS(=O)(=O)N2CCC(C)CC2)c1	0.0	1	-1	-1	6	3	4	3	6
40	COc1ccc(C(=O)N2CCC(C(=O)Nc3ccccc3OC)CC2)cc1	-0.6	3	-2	-1	-1	-9	-7	-3	6
41	CCCN1CCC(=O)N([C@H](CSc2ccc(OC)cc2)Cc2ccccc2)CC1	-2.3	-2	9	-3	8	1	-1	7	3
42	Cc1ccc(CN2CCN(Cc3ccccn3)CC2CCO)cc1 (stereo unspecified)	-0.7	2	0	10	2	-9	26	10	11
43	Cc1cccc(C)c1NC(=O)COC(=O)c1ccccc1[N+](=O)[O-]	-0.4	1	4	2	-4	6	-2	-1	-1
44	C=CCNC(=O)C1CCCN(S(=O)(=O)c2ccc(-n3cnnn3)cc2)C1 (stereo unspecified)	0.8	2	5	-2	-2	-1	-11	-14	-1
45	O=[N+]([O-])c1cnc2nc(-c3ccncc3)nn2c1O	0.6	5	-1	8	5	0	4	4	5

# Continuation.
No.	SMILES	MEX-5 binding	AHR act	pPAFAH FP inh	Fam108B inh	PAFAH1B2 FP inh	PME-1 primary	MCL1 BIM primary	Bcl-xL primary	GLD-1 RNA inh
46	CC(C)c1ccc2[nH]c(O)c(N=NC(=O)c3cccc(S(=O)(=O)Nc4ccc(Cl)cc4)c3)c2c1	-0.4	2	12	-5	0	0	-4	3	-4
47	C/C=C/c1ccc(OCC(=O)OCc2csc(Nc3ccc(C)cc3)n2)c(OC)c1	5.8	7	11	4	3	0	-17	-6	3
48	C#CCn1c(=NC(=O)CN2C(=O)CCC2=O)sc2cc(S(N)(=O)=O)ccc21	-2.9	-2	1	-1	0	1	7	8	6
49	COc1ccc(CCN(C)C(=O)c2cc(S(=O)(=O)N3CCCCC3)ccc2Cl)cc1OC	2.8	3	2	1	-3	1	4	5	4
50	COc1ccc(S(=O)(=O)N2CCC(C(=O)NCCc3ccccc3)CC2)cc1OC	-0.1	19	4	-1	6	3	6	0	2
51	COC(=O)C(NS(=O)(=O)c1ccc(F)cc1)c1ccccc1 (stereo unspecified)	-0.4	-2	2	-3	0	0	-3	-3	2
52	CCN(CC)S(=O)(=O)c1ccc(C(=O)N2CCN(CCN3C(=O)c4cccc5cccc(c45)C3=O)CC2)cc1	0.8	-2	2	-2	/	-1	8	3	5
53	Cn1c2c(c(=O)n(C)c1=O)C(c1ccccc1F)C(C#N)=C(N)O2 (stereo unspecified)	2.2	2	0	-1	1	1	4	4	0
54	Cc1cccc(N2CCN(Cc3nc(-c4ccc(F)cc4F)oc3C)CC2)n1	-1.4	0	4	1	1	0	2	5	-2
55	O=C(/C=C/c1ccccc1)c1cc(Br)ccc(=O)c1O	-3.5	12	36*	2	3	10	9	2	4
56	O=S(=O)(Cc1ccccc1Cl)N1CCCC1	0.1	-2	4	-4	8	-1	4	1	7
57	COc1cccc(NC(=O)NCc2ccc(F)cc2)c1	-0.7	4	2	2	0	1	9	6	-3

# Assay outcomes deposited in PubChem by several laboratories.
